# Source: PubChem (several laboratories)
# MOR-DOR inv ag = inverse agonist of human OPRM1-OPRD1 heterodimerization | 340,000 tested, 0.21% active | cell-based MOR-DOR heterodimer luminescence, inverse agonism | P35372+P41143 | inhibition, % at 9.3 µM; in the data active = inhibition above about 22%, passing the limit was not always enough;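 also: 0% = cells with DMSO and 100% = wells without cells with DMSO; values of inactives mirror those of a sister screen read the other way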
# phage Ecoli inh = E. coli growth loss with phage present | inhibition, % at 11.9 µM | growth absorbance | AID 651602 | 360,000 tested, 0.26% active; in the data active = inhibition above about 11%
# Ecoli viability = reduces bacterial viability in AddAB counter-screen; 330,000 tested, 0.27% active; inhibition, % at 11.9 µM; E. coli V3065 growth, OD600 absorbance, 18 h;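 active = inhibition above the campaign's mean inhibition across all tested compounds plus 3 SD, cut at about 9.9% in these data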;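 also: uninfected addAB+ strain grown without phage in ampicillin broth; 0% = DMSO wells and 100% = ciprofloxacin 0.95 µg/ml wells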
# PfHsp90 yeast 2 = inhibits growth of yeast expressing Plasmodium falciparum Hsp90; S. cerevisiae expressing PfHsp90, BacTiter-Glo ATP, 48 h; yeast lacking PDR1 and PDR3 efflux regulators; inhibition, % at 9.4 µM; 310,000 tested, 0.32% active;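 active = every replicate shows inhibition above about 80%, whatever the replicate mean, limit read from the data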;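 also: 0% = DMSO neutral controls and 100% = 20 µM radicicol positive controls; yeast relying on Plasmodium falciparum Hsp90 in place of its own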
# AddAB inh = less growth of phage-infected E. coli with AddAB; E. coli expressing H. pylori AddAB, absorbance growth; 330,000 tested, 0.29% active; inhibition, % at 11.9 µM; in the data active = inhibition above about 12%;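 also: 0% = vehicle wells of infected cells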
# Mot1-301 SUMO = inhibitors of SUMOylation pathway: yeast Mot1-301 growth rescue | S. cerevisiae Mot1-301 growth rescue, ATP luminescence, 38.5C; percent above DMSO median, 100 means doubled | AID 2716 | 320,000 tested, 1% active | growth rescue, % at 18.8 µM;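 active = every valid replicate shows activation above 250% relative to neutral control wells; inactive = the rest, any valid replicate at or below 250%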;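 also: OY570 slx delta 5 strain wells were the positive control but not used for scaling; some compounds called inactive have numbers as strong as hits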
# OPRM1-OPRD1 ag = agonists of human mu-delta opioid receptor heterodimerization; cells, OPRM1-OPRD1 heterodimerization, luminescence; P35372+P41143; activation, % at 9.3 µM; 340,000 tested, 0.3% active; in the data active = activation above about 18%;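 also: 0% = vehicle-treated cells and 100% = reference agonist; values of inactives mirror those of a sister screen read the other way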
# HTR5A inv ag = counter-screen for OPRM1-OPRD1 inverse agonists: human HTR5A inverse agonism; P47898; inhibition, % at 9.3 µM; 340,000 tested, 0.083% active; HTR5A cell line, luminescence; AID 504634; in the data active = inhibition mostly above about 23%, no sharp cut-off; inactive = mostly below about 18%;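 also: 0% = cells with DMSO and 100% = no-cell wells with DMSO; some compounds called inactive have numbers as strong as hits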
# Target sequence (P47898 whole entry, looked up): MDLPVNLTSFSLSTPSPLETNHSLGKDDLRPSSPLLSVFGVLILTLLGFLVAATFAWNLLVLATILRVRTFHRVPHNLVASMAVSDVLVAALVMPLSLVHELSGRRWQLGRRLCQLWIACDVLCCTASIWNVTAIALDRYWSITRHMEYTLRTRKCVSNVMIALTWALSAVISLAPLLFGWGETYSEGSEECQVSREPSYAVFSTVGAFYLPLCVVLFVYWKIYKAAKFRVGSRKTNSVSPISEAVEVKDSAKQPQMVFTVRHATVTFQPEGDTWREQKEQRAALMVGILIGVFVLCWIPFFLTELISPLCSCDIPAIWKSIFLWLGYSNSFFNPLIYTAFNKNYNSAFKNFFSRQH
# HTR5A ag = HTR5A agonism, opioid heterodimer counter-screen; P47898; 340,000 tested, 0.61% active; HTR5A agonist assay, luminescence, cell-based; activation, % at 9.3 µM; in the data active = activation mostly above about 9.5%, no sharp cut-off; inactive = mostly below about 7.6%;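 also: 0% = cells with vehicle only and 100% = reference agonist; strong numbers were not always called active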
# PKA-R1A activ = PKA-R1A complex activation; 340,000 tested, 0.083% active; activation, % at 11.4 µM; PKA-R1A dissociation, Cy5-IP20 fluorescence polarization; scaled: DMSO 0%, 113 µM cGMP 100%; P00514+P68181; AID 504707;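 active = percent activation above the mean of all tested compounds plus 3 SD, cut at about 19% in these data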;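 also: higher means more PKAc released from R1A so a rise in polarization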
# DSG3 Ab inh = blocks pemphigus antibody binding to human desmoglein-3; DSG3-coupled beads, scFv-anti-DSG3-GFP binding, flow cytometry; hits give low values; binding (percent of control), % at 10 µM; 310,000 tested, 0.48% active;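 active = binding more than 3 SD below its plate's average and above zero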;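 also: hits lower antibody fragment binding to DSG3; some compounds called inactive have numbers as strong as hits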
# * marks the source's active call; other numbers are inactive results; i = inactive; nt = no result given.
mol,MOR-DOR inv ag,phage Ecoli inh,Ecoli viability,PfHsp90 yeast 2,AddAB inh,Mot1-301 SUMO,OPRM1-OPRD1 ag,HTR5A inv ag,HTR5A ag,PKA-R1A activ,DSG3 Ab inh
COc1ccccc1N1CCN(C(c2cccs2)C(C)NC(=O)c2cccnc2)CC1 (stereo unspecified),-11,3.0,-0.8,-5,0.3,1,1.8,-13,4,10,105
O=C(NCC1CCCO1)c1ccc2c(=O)n(Cc3ccco3)c(SCC(=O)N3CCCC3)nc2c1 (stereo unspecified),11,0.7,-0.1,nt,0.8,31,-2.2,-20,7,7,nt
CCCC1OC(c2ccco2)OCC1CC (stereo unspecified),13,3.2,nt,nt,nt,nt,-2.4,-14,4,-8,97
CC(C)(C)N1CC(C(=O)O)CC1=O (stereo unspecified),6,3.4,-3.3,-26,-0.3,-7,-1.1,-1,0,-8,105
CCCCC(=O)NC(Nc1nc(C2CC2)cs1)(C(=O)OCC)C(F)(F)F (stereo unspecified),8,0.2,-1.4,18,0.5,-12,-1.4,-6,2,-13,97
CCOc1ccc(S(=O)(=O)Nc2ccc(Cl)cn2)c(C)c1C,-12,0.1,-1.1,2,1.8,-36,2.8,-3,1,3,99
Cc1cc(C)cc(NC(=S)NC(=O)C2CC2)c1,-18,-0.2,-1.8,4,-1.6,-4,4.4,12,-5,11,105
CC(C)C(OC(=O)c1ccco1)C(=O)NCc1ccco1 (stereo unspecified),-2,3.2,0.3,17,4.2,28,0.3,9,1,8,99
CCC(C)N=CC1=C(O)C(C(=O)OC)C(C)(C)CC1=O (stereo unspecified),12,4.0,-1.1,-8,2.0,-1,-3.0,-6,-1,4,102
CCCCCCOC(=O)NCC(O)c1ccccc1 (stereo unspecified),-3,-0.4,1.0,-1,2.0,10,0.6,-10,9,-7,90
CC(=O)c1cccc(NC(=O)N2CCCC2C(=O)NCCc2ccccc2)c1 (stereo unspecified),9,0.8,-0.1,-10,2.5,2,-1.6,18,-1,-13,90
COCCNC(=O)c1cccc(OC2CCN(Cc3ccccc3OC(F)F)CC2)c1,12,1.4,-1.4,11,1.8,-2,-2.4,-13,5,2,114
CCOC(=O)C1=C(C)N(c2ccc(Cl)cc2)C(=O)NC1c1cccc([N+](=O)[O-])c1 (stereo unspecified),-18,1.9,1.5,-22,4.0,6,2.4,4,-1,-9,99
CCN1CCN(Cc2ccc(NC(=O)Nc3ccccc3)cc2)CC1,1,nt,-0.4,9,2.3,1,-0.2,-14,5,-2,107
O=C(/C=C/c1ccco1)Nc1ccc(N2CCCC2)cc1,-16,3.5,-1.1,10,5.6,-2,3.2,12,1,-5,85
COc1ccc(CCNS(=O)(=O)c2ccccc2)cc1OC,4,2.4,-0.2,-54,1.1,-17,-0.7,18,2,-5,97
Cn1c(=O)c2c(ncn2CC(=O)NCc2cccnc2)n(C)c1=O,nt,3.7,2.5,-12,-1.3,-2,nt,nt,nt,9,73
Fc1cc(F)c(F)c(SCCc2ccncc2)c1F,10,2.8,-0.6,1,1.0,277,-1.6,3,-1,-8,nt
Cn1c(=O)c2c(ncn2CC(=O)OCc2ccccc2)n(C)c1=O,3,3.4,-0.5,17,2.8,1,-0.5,6,-3,-2,nt
CC/C(=N/NC(=O)c1ccc2c(c1)OCO2)c1ccccc1O,8,0.1,3.8,28,0.8,-7,-1.6,-34,4,3,109
CNC(=O)c1cccc(N2CCCC2=O)c1,9,2.5,-0.4,1,1.4,-15,-1.7,0,2,-3,99
CC(NC(=O)Cn1nc(C(F)(F)F)c2c1CCC2)c1ccccc1 (stereo unspecified),-5,0.7,-0.3,-36,0.2,48,0.9,-5,3,-9,105
O=C(c1cc(-c2ccccc2O)on1)N1CCCC1,26,3.4,3.4,14,0.5,-4,-4.7,-4,-5,-5,105
CCC(=O)N1CCN(c2cc(NCC3CCCO3)c(F)cc2[N+](=O)[O-])CC1 (stereo unspecified),12,-2.2,-1.6,25,3.8,-10,-2.6,13,-1,0,nt
Cc1onc(-c2ccccc2)c1C(=O)NCc1ccccn1,-5,1.9,-1.6,-23,1.2,3,1.0,4,-1,3,97

# Pulled one by one from the list above:
mol,MOR-DOR inv ag,phage Ecoli inh,Ecoli viability,PfHsp90 yeast 2,AddAB inh,Mot1-301 SUMO,OPRM1-OPRD1 ag,HTR5A inv ag,HTR5A ag,PKA-R1A activ,DSG3 Ab inh
CCOc1ccc(S(=O)(=O)Nc2ccc(Cl)cn2)c(C)c1C,-12,0.1,-1.1,2,1.8,-36,2.8,-3,1,3,99
COc1ccccc1N1CCN(C(c2cccs2)C(C)NC(=O)c2cccnc2)CC1 (stereo unspecified),-11,3.0,-0.8,-5,0.3,1,1.8,-13,4,10,105

# Additional entries.
mol,MOR-DOR inv ag,phage Ecoli inh,Ecoli viability,PfHsp90 yeast 2,AddAB inh,Mot1-301 SUMO,OPRM1-OPRD1 ag,HTR5A inv ag,HTR5A ag,PKA-R1A activ,DSG3 Ab inh
CCn1nnc(-c2ccccc2NC(=O)c2cc(OC)cc(OC)c2)n1,-11,2.0,0.2,-73,1.6,-12,2.1,8,0,-9,84
CSCCC(NC(=O)c1ccccc1Cl)C(=O)NNC(=O)c1ccccc1O (stereo unspecified),-1,5.7,1.2,-5,5.2,-11,0.2,15,-5,6,91
O=C(CSc1nc2ccccc2c(=O)[nH]1)Nc1ccccc1N1CCOCC1,-9,1.1,0.9,nt,2.7,-22,1.8,-2,1,-2,123
CCN1C(=O)[C@@H]2[C@H](C1=O)[C@@H]1C(=O)Nc3ccccc3C(=O)N1[C@@H]2c1cccc(C)c1,9,1.7,-0.5,-13,-0.8,3,-1.6,-19,1,-8,98
Cc1[nH]c2ccccc2c1C(O)CN1CCN(c2cccc(C(F)(F)F)c2)CC1 (stereo unspecified),-27,3.0,1.9,22,5.3,nt,4.8,-18,7,-13,98
CCN(Cc1ccccc1)S(=O)(=O)CCNC(=O)c1ccc(OC)cc1,9,3.6,0.6,nt,0.6,-10,-1.4,-17,6,-3,102
O=C(Cc1c(F)cccc1Cl)Nc1ccc(-n2cnnn2)cc1,0,1.8,0.5,nt,1.1,0,-0.1,3,-1,-21,117
COc1cc(NC(=O)C2CCCO2)c(C(=O)O)cc1OC (stereo unspecified),-4,nt,-1.6,20,1.1,-3,0.7,-22,2,0,97
COc1ccc(N(CC(=O)NC2CCCCC2)S(=O)(=O)c2cccs2)cc1,0,0.8,1.6,2,1.2,12,0.1,0,0,3,96
Cc1cc(C(=O)COC(=O)/C=C/c2ccco2)c(C)n1C,21,0.6,-2.2,-17,-2.0,-8,-4.3,-6,2,3,nt
CCOc1ccccc1CNCCO,2,3.7,-1.5,nt,3.1,6,-0.3,26,5,0,96
COc1ccc(NC(=O)COC(=O)Cc2cccs2)cc1OC,18,1.5,-5.1,nt,-3.3,8,-3.4,-29,12,3,102
O=C(CSc1nnc(COc2ccc(Cl)cc2)o1)Nc1ccc(N2CCOCC2)cc1,-11,3.6,nt,-20,nt,nt,2.2,-5,2,-6,101
C=CCN(CC=C)C(=O)CCc1nnc(CCc2c[nH]c3ccccc23)o1,0,0.6,-0.3,-22,5.4,52,0.0,5,-2,-10,99
O=C(NC1CCN(Cc2ccccc2)CC1)C1CCN(c2nnc(-n3cccc3)s2)CC1,0,2.3,1.0,9,3.5,-1,0.1,0,0,-12,103
CCOC(=O)C1CCN(CC(O)COCc2ccccc2)CC1 (stereo unspecified),-4,1.0,1.8,20,0.7,554*,0.9,16,-4,-3,97
O=C(Nc1cccc(C(F)(F)F)c1)C(Sc1cccc[n+]1[O-])c1ccccc1 (stereo unspecified),16,4.0,-2.7,-4,-2.3,i,-2.6,22,5,3,90
CC/C(C)=N/Nc1cccc([N+](=O)[O-])c1,-17,4.6,-0.9,4,4.4,275*,2.4,-10,4,-1,95
O=C(COC(=O)Cc1ccc(Cl)cc1Cl)NCCC1=CCCCC1,-43,2.5,-3.5,9,-4.7,5,5.9,1,0,-10,101
Cc1noc(C)c1S(=O)(=O)Nc1ccc2c(c1)CC(=O)N([C@H](C)CO)C[C@H](C)[C@H](CN(C)S(=O)(=O)c1ccc(F)cc1)O2,12,-1.9,-1.7,-4,1.1,4,-2.2,5,2,-13,104
O=C1CN(C(=O)COc2ccccc2)CCN1,8,1.4,2.1,-8,1.8,14,-1.6,7,-3,5,101
COc1cccc(C2C(C#N)=C(N)N(N(C)C)C3=C2C(=O)CCC3)c1OC (stereo unspecified),15,-0.2,-0.6,2,0.8,-8,-3.4,4,-1,-7,97
COCCOC1CCN(C(=O)C2CCC(=O)N(CCc3cccc(F)c3)C2)CC1 (stereo unspecified),9,3.5,0.9,-17,1.5,-3,-1.6,20,1,7,nt
COc1ccc(N2CCN(C(=O)c3cc(S(=O)(=O)N4CCCCCC4)ccc3OC)CC2)cc1,1,1.6,nt,nt,nt,nt,-0.1,6,-1,-5,108
CC(c1cccnc1)N(CCN(C)C)C(=O)Nc1ccc(Cl)c(Cl)c1 (stereo unspecified),-197,1.6,-0.4,-3,1.0,-2,36*,-13,5,1,103

# Among those listed so far, 5 contain a furan ring, fused or not:
mol,MOR-DOR inv ag,phage Ecoli inh,Ecoli viability,PfHsp90 yeast 2,AddAB inh,Mot1-301 SUMO,OPRM1-OPRD1 ag,HTR5A inv ag,HTR5A ag,PKA-R1A activ,DSG3 Ab inh
O=C(NCC1CCCO1)c1ccc2c(=O)n(Cc3ccco3)c(SCC(=O)N3CCCC3)nc2c1 (stereo unspecified),11,0.7,-0.1,nt,0.8,31,-2.2,-20,7,7,nt
CCCC1OC(c2ccco2)OCC1CC (stereo unspecified),13,3.2,nt,nt,nt,nt,-2.4,-14,4,-8,97
CC(C)C(OC(=O)c1ccco1)C(=O)NCc1ccco1 (stereo unspecified),-2,3.2,0.3,17,4.2,28,0.3,9,1,8,99
O=C(/C=C/c1ccco1)Nc1ccc(N2CCCC2)cc1,-16,3.5,-1.1,10,5.6,-2,3.2,12,1,-5,85
Cc1cc(C(=O)COC(=O)/C=C/c2ccco2)c(C)n1C,21,0.6,-2.2,-17,-2.0,-8,-4.3,-6,2,3,nt

# Additional structures follow:
mol,MOR-DOR inv ag,phage Ecoli inh,Ecoli viability,PfHsp90 yeast 2,AddAB inh,Mot1-301 SUMO,OPRM1-OPRD1 ag,HTR5A inv ag,HTR5A ag,PKA-R1A activ,DSG3 Ab inh
O=[N+]([O-])c1cccc(S(=O)(=O)NCC2CCCO2)c1 (stereo unspecified),4,2.0,-1.7,-22,5.0,6,-0.7,-4,-1,6,102
COc1ccccc1NC(=O)c1ccc(COc2ccccc2OC)o1,16,0.7,-0.8,2,-2.0,6,-3.5,-26,2,-4,nt
O=C(NCc1ccc(F)cc1)C1CCCN(S(=O)(=O)c2cccc3nonc23)C1 (stereo unspecified),-4,3.5,0.5,-6,1.6,-14,0.7,28,-3,12,108
Cc1cccc(CC2S/C(=N/c3cccc(C)n3)NC2=O)c1 (stereo unspecified),-59,-1.5,-2.2,-6,1.2,-16,12,-31,8,-1,110
O=C(NCCCN1CCCC1=O)c1cn(-c2ccccc2)nc1-c1ccccc1,9,2.1,-1.4,-2,2.1,-4,-1.3,1,3,-9,100
